Screens: PubChem, several laboratories
LANA DNA inh = inhibitors of KSHV LANA C-terminal domain DNA binding. AID 504423. MBP-C-LANA/FAM-LBS DNA binding, fluorescence polarization. inhibition, % at 9 µM. 340,000 tested, 0.078% active;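 active = highest replicate inhibition at or above 60% at 9 µM, even if other replicates fall short; inactive = all replicates below 60% inhibition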;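 also: 0% = neutral control wells and 100% = 4 µM acridine orange control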
Wnt act = activates Wnt/beta-catenin signaling in a reporter cell assay. activator, plate reader. 300,000 tested, 1.2% active. activation, % at 9.35 µM. AID 743398; in the data active = activation above about 30%, passing the limit was not always enough;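 also: 0% = neutral control wells and 100% = positive control wells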
RTF Ca sens inh = cardiac RTF calcium desensitization | inhibition, % at 7.15 µM | IANBD-labeled cardiac RTF, Ca2+ fluorescence | 340,000 tested, 0.12% active;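 active = inhibition above the mean inhibition of all tested compounds plus 3 SD, cut at about 17% in these data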;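 also: assay run at fixed EC70 calcium of 1.6 mM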
RTF Ca sens act = cardiac RTF calcium sensitization | 340,000 tested, 0.24% active | P19429+P45379 | IANBD-labeled TnC RTF fluorescence at EC20 calcium; 0% EC20 calcium, 100% full calcium | activation, % at 7.2 µM;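 active = activation above the mean over all tested compounds plus 3 SD, cut at about 30% in these data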;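 also: rise in fluorescence read as greater calcium sensitivity of cardiac thin filaments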
MOR-DOR inv ag = inverse agonists of human mu-delta opioid receptor heterodimerization; P35372+P41143; cell-based MOR-DOR heterodimer luminescence, inverse agonism; inhibition, % at 9.3 µM; 340,000 tested, 0.21% active; AID 504357; in the data active = inhibition above about 22%, passing the limit was not always enough;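 also: 0% = cells with DMSO and 100% = wells without cells with DMSO; values of inactives mirror those of a sister screen read the other way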
Pemphigus Ab inh = human desmoglein-3 autoantibody binding inhibition. P32926. DSG3-coupled beads, scFv-anti-DSG3-GFP binding, flow cytometry; stronger effect = lower value. binding (percent of control), % at 10 µM. 310,000 tested, 0.48% active. AID 588358;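 active = binding more than 3 SD below its plate's average and above zero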;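 also: hits lower antibody fragment binding to DSG3; some compounds called inactive have numbers as strong as hits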
Target sequence (P32926 whole entry, looked up, the tested form may be a part): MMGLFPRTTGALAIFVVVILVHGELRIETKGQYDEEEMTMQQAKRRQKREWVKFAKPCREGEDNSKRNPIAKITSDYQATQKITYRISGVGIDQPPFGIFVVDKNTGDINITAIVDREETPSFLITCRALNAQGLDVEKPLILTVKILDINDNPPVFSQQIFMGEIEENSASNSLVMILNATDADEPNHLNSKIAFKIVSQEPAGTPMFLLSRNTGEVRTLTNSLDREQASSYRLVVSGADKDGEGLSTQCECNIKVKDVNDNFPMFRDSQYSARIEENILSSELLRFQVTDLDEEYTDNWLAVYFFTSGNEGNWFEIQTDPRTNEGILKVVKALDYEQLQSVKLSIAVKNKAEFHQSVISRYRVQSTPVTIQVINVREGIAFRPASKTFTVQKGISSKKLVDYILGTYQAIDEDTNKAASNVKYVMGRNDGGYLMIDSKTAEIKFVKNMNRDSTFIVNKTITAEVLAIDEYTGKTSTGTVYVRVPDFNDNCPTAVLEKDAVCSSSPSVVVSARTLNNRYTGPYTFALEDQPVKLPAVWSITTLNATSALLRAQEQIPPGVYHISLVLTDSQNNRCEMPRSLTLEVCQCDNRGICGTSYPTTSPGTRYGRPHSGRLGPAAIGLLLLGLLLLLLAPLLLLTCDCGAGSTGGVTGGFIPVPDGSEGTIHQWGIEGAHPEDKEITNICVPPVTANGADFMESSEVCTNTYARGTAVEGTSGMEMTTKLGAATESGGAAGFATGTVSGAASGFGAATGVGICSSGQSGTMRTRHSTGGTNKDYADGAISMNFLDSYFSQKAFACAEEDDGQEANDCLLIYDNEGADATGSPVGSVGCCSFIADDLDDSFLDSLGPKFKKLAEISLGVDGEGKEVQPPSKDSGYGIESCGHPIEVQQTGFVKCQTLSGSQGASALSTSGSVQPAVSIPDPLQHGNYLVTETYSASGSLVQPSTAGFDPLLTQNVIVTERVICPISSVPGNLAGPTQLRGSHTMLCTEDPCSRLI
Keap1 Nrf2 FP = disrupts human Keap1 binding to Nrf2 peptide; Keap1 Kelch-Nrf2 peptide fluorescence polarization, 1536-well; inhibition, % at 9.4 µM; 340,000 tested, 0.15% active; AID 504523; in the data active = inhibition above about 12%;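 also: human Keap1 Kelch domain with fluorescein labeled Nrf2 9mer peptide probe; 0% = neutral control wells and 100% = peptide positive control; higher means more block of Keap1 binding to Nrf2 peptide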
MOR-DOR ag = agonists of human mu-delta opioid receptor heterodimerization; P35372+P41143; AID 504326; 340,000 tested, 0.3% active; activation, % at 9.3 µM; cells, OPRM1-OPRD1 heterodimerization, luminescence; in the data active = activation above about 18%;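 also: 0% = vehicle-treated cells and 100% = reference agonist; values of inactives mirror those of a sister screen read the other way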
Arr AP2 block = human beta-arrestin and AP2 interaction inhibition | FITC-arrestin peptide / GST-AP2 beads, flow cytometry; AP2 beta2 appendage carries R879A mutation | 340,000 tested, 0.31% active | inhibition, % at 10 µM;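 active = inhibition above a set limit, near 3 SD of compounds lacking own fluorescence, cut at about 54% in these data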;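 also: plate controls were DMSO wells for no effect and 5 µM unlabelled arrestin peptide for full effect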
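Test system: GST-tagged AP2 beta2-adaptin appendage (R879A) on 4 µm glutathione beads; also added: fluorescein-tagged arrestin peptide at 50 nM final; timing: 12 min plus 1 h, RT; signal: flow cytometry, FL1 (488/535 nm); read-out: percent drop in bead-associated FITC signal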
V-ATPase pH = yeast V-ATPase proton transport regulation by pHLuorin; S. cerevisiae, pHLuorin cytosolic pH fluorescence; response, % at 10 µM; 350,000 tested, 0.37% active; AID 504577; in the data active = response mostly above about 7.3%, no sharp cut-off; inactive = mostly below about 5.4%; also: actives read high; inactives centre near 0; some compounds called inactive have numbers as strong as hits; reference of the scale not given here
* hit, by the source's call; nt = no result given.

SMILES	LANA DNA inh	Wnt act	RTF Ca sens inh	RTF Ca sens act	MOR-DOR inv ag	Pemphigus Ab inh	Keap1 Nrf2 FP	MOR-DOR ag	Arr AP2 block	V-ATPase pH
CN(CCO)c1ccc(C(C(=O)c2ccccc2)c2ccc(N(C)CCO)cc2)cc1	-0.5	9	8	-1	16	101	-1	-2.8	0	-1
CCN1CC(C)C(O)(c2ccccc2)CC1C (centres undefined)	0.1	nt	3	2	0	100	-2	0.1	29	-2
COc1ccc(N2CCN(C(=O)c3ccc(S(=O)(=O)N4CCOCC4)cc3)CC2)cc1	0.1	nt	-16	19	0	97	1	0.1	11	-8
COc1ccc(NS(=O)(=O)c2ccc3oc(SC4CCOC4=O)nc3c2)cc1 (centres undefined)	-2.5	-1	2	0	-14	103	8	3.3	13	3
Cc1ccc(/C=N/NC(=O)Cn2cnc3ccccc32)cc1	0.4	-1	-6	-1	nt	101	-1	nt	-16	-4
NS(=O)(=O)c1ccc(CCNC(=O)CSc2nnc3ccccn23)cc1	1.5	0	-1	-1	13	101	0	-2.6	-1	3
CCn1c(SCC(=O)N/N=C/C=C\c2ccco2)nc2ccccc21	-2.1	0	5	-6	7	90	-2	-1.0	nt	-2
O=C(O)Cn1c2ccccc2c2n[nH]c(=S)nc21	1.2	0	-6	8	-6	100	-5	1.1	-4	0
COCCN(C(=O)COC(=O)CNC(=O)c1cccs1)c1c(N)n(Cc2ccccc2)c(=O)[nH]c1=O	-0.9	2	6	7	8	100	4	-1.2	-19	-1
O=C(NC(=S)N1CCN(c2ccc([N+](=O)[O-])cc2)CC1)c1ccccc1	0.6	-3	-6	8	8	94	-4	-1.4	-6	0
Cc1nn(CC(=O)NCC2CCCO2)c(=O)c2cc3ccccc3n12 (centres undefined)	-0.5	-1	1	-6	2	nt	-5	-0.4	1	-2
CCOc1ccc(S(=O)(=O)n2c([N+](=O)[O-])cnc2C)c(C)c1C	-0.4	1	-4	3	17	107	-5	-3.6	1	-2
Cc1ccc(NC(=O)CSC(C)c2nc3ccccc3c(=O)[nH]2)cc1 (centres undefined)	-0.6	-3	4	-1	26	99	-3	-4.7	28	1
Cc1ccc(S(=O)(=O)Nc2ccccc2N=Cc2ccc([N+](=O)[O-])cc2[N+](=O)[O-])cc1	-1.2	0	-1	-6	-45	96	-2	10	-3	10
O=C(Nc1ccc(NC(=O)C2CC2)cc1)c1cccs1	-2.1	2	0	-5	16	92	-1	-3.0	-4	3
COCCn1c(SCc2ccc(OC)c(F)c2)nc2ccccc2c1=O	1.9	0	3	0	-5	98	-2	0.9	1	1
Cc1noc(C)c1COc1ccccc1C(=O)N(C)Cc1ccc(F)cc1	0.7	1	0	-4	8	91	-2	-1.2	-5	1
Cc1nn(C)cc1CNC(=O)Nc1ccc(Br)cc1Cl	1.2	nt	-14	4	11	101	-3	-1.9	8	-1
Cc1cc(C(F)(F)F)nc(CCNC(=O)C2CCC(=O)N(Cc3cccc(F)c3)C2)n1 (centres undefined)	0.3	-3	-6	-7	20	108	-3	-3.7	48	1
Fc1ccccc1-c1ccc(/C=N/Nc2nc3ccccc3[nH]2)o1	-0.1	53*	2	-5	-18	100	5	2.9	0	0
Cc1ccc(C(=O)OCC(=O)N(C)C2CCS(=O)(=O)C2)cc1S(=O)(=O)N1CCOCC1 (centres undefined)	0.1	-4	-5	-11	4	nt	-2	-0.6	21	-2
CCOc1cc(N2CCOCC2)c(OCC)cc1NC(=O)[C@H](C)N1C(=O)C2CC=CCC2C1=O (some centres undefined)	0.1	-1	6	10	-1	109	-5	0.1	1	-1
CCOc1ccccc1NC(=O)CSc1nc2cccnc2n1C	0.2	-3	-1	9	4	97	-5	-0.7	-7	0
CCOC(=O)c1c(Cc2cccc(Cl)c2)c[nH]c1C	1.0	nt	-4	0	-16	101	2	3.0	1	3
Cc1ccccc1NC(=O)c1cccc(C(=O)Nc2ccccc2C)n1	-0.5	0	0	-4	1	96	-3	-0.2	18	2
CC1CN(c2ccc([N+](=O)[O-])cc2F)CCN1C(=O)c1ccco1 (centres undefined)	0.5	-1	2	-5	0	101	2	0.0	-16	2
CSc1cccc(NC(=O)c2ccc(CN3CCc4ccccc4C3)cc2)c1	-1.9	-2	3	2	-28	113	-6	6.0	6	0
COCc1cc(C)nc(SCC(=O)Nc2cccc3cccnc23)c1C#N	0.6	1	-4	5	11	23*	-8	-1.9	2	6
Cc1ccsc1/C=C(\C(=O)c1ccc(OC(C)C)cc1)c1nc2ccccc2o1	3.2	-5	14	-3	0	87	-1	0.1	-3	3
O=C(CN1C(=O)NC2(CCCC2)C1=O)Nc1nc2ccccc2s1	-0.5	5	8	-1	5	104	-8	-0.7	-11	4
S=C(c1ccc2c(c1)OCO2)N1CCCCC1	14	-1	9	0	10	106	2	-1.8	-4	4
CC(=O)Nc1ccc(NC(=O)C(C)OC(=O)C2CCN(S(=O)(=O)c3cccs3)CC2)cc1 (centres undefined)	0.5	2	6	-1	13	77	-3	-2.5	-3	-3
C/C(CC(=O)Nc1ccc(Cl)c(C(F)(F)F)c1)=N\NC(N)=S	0.0	-16	0	-6	-4	79	-2	0.7	9	2
COc1ccc(NC(=O)COC(=O)C2=COCCO2)cc1OC	0.3	-1	-12	4	8	100	-6	-1.6	-2	3
COc1ccccc1CNc1ccc2c(c1)CCC2	0.2	-1	-6	14	12	222	-1	-2.4	11	1
Cn1c(CO)cnc1-c1ccccc1	0.3	2	-8	-1	17	93	7	-3.3	-4	3

Seven entries drawn at random from the list so far:
SMILES	LANA DNA inh	Wnt act	RTF Ca sens inh	RTF Ca sens act	MOR-DOR inv ag	Pemphigus Ab inh	Keap1 Nrf2 FP	MOR-DOR ag	Arr AP2 block	V-ATPase pH
CSc1cccc(NC(=O)c2ccc(CN3CCc4ccccc4C3)cc2)c1	-1.9	-2	3	2	-28	113	-6	6.0	6	0
CN(CCO)c1ccc(C(C(=O)c2ccccc2)c2ccc(N(C)CCO)cc2)cc1	-0.5	9	8	-1	16	101	-1	-2.8	0	-1
O=C(O)Cn1c2ccccc2c2n[nH]c(=S)nc21	1.2	0	-6	8	-6	100	-5	1.1	-4	0
Cc1cc(C(F)(F)F)nc(CCNC(=O)C2CCC(=O)N(Cc3cccc(F)c3)C2)n1 (centres undefined)	0.3	-3	-6	-7	20	108	-3	-3.7	48	1
COc1ccc(NS(=O)(=O)c2ccc3oc(SC4CCOC4=O)nc3c2)cc1 (centres undefined)	-2.5	-1	2	0	-14	103	8	3.3	13	3
Cc1ccsc1/C=C(\C(=O)c1ccc(OC(C)C)cc1)c1nc2ccccc2o1	3.2	-5	14	-3	0	87	-1	0.1	-3	3
CCOc1cc(N2CCOCC2)c(OCC)cc1NC(=O)[C@H](C)N1C(=O)C2CC=CCC2C1=O (some centres undefined)	0.1	-1	6	10	-1	109	-5	0.1	1	-1

Continuation.
SMILES	LANA DNA inh	Wnt act	RTF Ca sens inh	RTF Ca sens act	MOR-DOR inv ag	Pemphigus Ab inh	Keap1 Nrf2 FP	MOR-DOR ag	Arr AP2 block	V-ATPase pH
CC(OC(=O)C1=Cc2ccccc2OC1)C(=O)NCC1CCCO1 (centres undefined)	2.2	4	1	-3	7	92	-7	-1.4	12	1
COc1ccc(/C=C/c2ccc3cccc(O)c3n2)cc1Br	0.2	23	-6	-6	10	100	-2	-2.3	1	-2
CC(C)c1nnc(NC(=O)CCN2C(=O)c3ccccc3C2=O)s1	-2.7	nt	6	-1	3	98	-1	-0.5	5	-7
c1cnc(Oc2ccc3oc4ccccc4c3c2)nc1	-0.2	nt	-33	3	-2	95	-1	0.4	25	-5
CC(C)n1cc(/C=N/Nc2ccc(Cl)c(C(=O)O)c2)c2ccccc21	-0.2	nt	-1	-1	-5	106	-3	0.9	-2	-1
Cc1ccccc1-n1c(SCC(=O)NCc2cccs2)nnc1-c1ccncc1	0.0	-1	-4	0	12	67	-2	-2.2	0	3
CC(C)[C@H]1COCCS(=O)(=O)N1Cc1ccccc1-c1ccc(C(C)(C)C)cc1	-3.0	-4	1	-6	3	101	-7	-0.6	0	-4
CNC(=S)NNC(=O)c1ccc(N(C)C)cc1	-0.5	6	5	-5	12	97	3	-2.4	-15	-1
CCc1nnc(NS(=O)(=O)c2ccc(NC(=O)c3cc(Cl)ccc3OC)cc2)s1	0.6	-1	-2	-4	9	98	-4	-2.0	-20	-1
Cc1cccc(Nc2nc(N)nc(CSc3nccc(C)n3)n2)c1	1.8	6	-18	0	10	nt	-6	-1.6	-4	-2
O=C(NCc1ccccc1)C1CCCN(S(=O)(=O)c2ccc(F)cc2)C1 (centres undefined)	-0.2	1	0	3	10	nt	1	-1.9	7	1
CCOc1ccc(NC(=O)CN(C)C(=O)C2CC(=O)N(c3ccc4c(c3)OCCO4)C2)cc1OCC (centres undefined)	-1.0	-1	6	-6	7	102	-2	-1.0	0	2

In the list so far, two contain a COOH group:
SMILES	LANA DNA inh	Wnt act	RTF Ca sens inh	RTF Ca sens act	MOR-DOR inv ag	Pemphigus Ab inh	Keap1 Nrf2 FP	MOR-DOR ag	Arr AP2 block	V-ATPase pH
O=C(O)Cn1c2ccccc2c2n[nH]c(=S)nc21	1.2	0	-6	8	-6	100	-5	1.1	-4	0
CC(C)n1cc(/C=N/Nc2ccc(Cl)c(C(=O)O)c2)c2ccccc21	-0.2	nt	-1	-1	-5	106	-3	0.9	-2	-1

More compounds:
SMILES	LANA DNA inh	Wnt act	RTF Ca sens inh	RTF Ca sens act	MOR-DOR inv ag	Pemphigus Ab inh	Keap1 Nrf2 FP	MOR-DOR ag	Arr AP2 block	V-ATPase pH
Cc1c(OCC(=O)NCc2ccccn2)ccc2c(-c3ccccc3)cc(=O)oc12	-0.4	-1	-7	11	1	nt	-4	-0.2	3	-2
COC(=O)C1CCN(C(=O)COC(=O)CNC(=O)c2ccc(Cl)cc2Cl)CC1	-1.1	2	-5	-1	-3	93	-7	0.7	-5	-1
Nc1ccnn1Cc1ccc(Br)s1	-0.4	nt	-24	0	7	104	-2	-1.6	6	0
CNc1nc(C)c(C(=O)OCC(=O)OC)s1	-0.7	2	-19	-3	10	nt	-4	-1.5	3	6
CCCCC(c1nnnn1C1CCCC1)N1CCN(C2CCCC2)CC1 (centres undefined)	-1.5	nt	1	-2	4	95	-3	-0.9	7	4
Cc1ccccc1Nc1nnc(SCC(=O)N(C)C2CCS(=O)(=O)C2)s1 (centres undefined)	0.7	-1	-10	0	13	81	0	-2.6	11	16*
Cc1cc(C)cc(NC(=O)CN2C(=O)c3ccccc3C2=O)c1	-3.2	0	-2	-3	3	95	1	-0.7	11	-1
Cc1ccc(NC(=O)COC(=O)Cc2c[nH]c3ccccc23)cc1F	-1.0	-6	-9	-9	-3	103	3	0.7	10	3
COCc1cc(N2CCCC2)nc(-c2ccccc2)n1	-1.4	-1	-7	-6	14	102	1	-2.8	12	-1
COCCNC(=S)N1CCC(Cc2ccccc2)CC1	0.2	0	8	0	9	95	-2	-1.7	-11	-3
O=C(CSc1ccc2nc(-c3ccccc3)cn2n1)NCC1CCCO1 (centres undefined)	1.1	-1	-19	0	4	96	-1	-0.7	-1	-2
